Screens (PubChem BioAssay)
S100A4 inh HTS – inhibitors of human S100A4 binding to myosin IIA peptide. inhibition, % at 10.7 µM. actives 0.14% (n = 360,000). P26447. S100A4/TAMRA-MyoIIA peptide fluorescence polarization;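 active = mean inhibition of at least 70% across replicates, with every replicate also reaching that level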
Target sequence (P26447 whole entry, looked up): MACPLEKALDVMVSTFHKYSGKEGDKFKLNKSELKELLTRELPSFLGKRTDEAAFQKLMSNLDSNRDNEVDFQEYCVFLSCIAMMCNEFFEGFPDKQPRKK
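Compound dosing: one dose per compound; test system: human S100A4 monomer with TAMRA-labelled myosin IIA peptide; probe or stimulus: TAMRA-labelled myosin IIA heavy-chain peptide probe, 5 nM; medium: HEPES buffer with Ca2+, pH 7.2; schedule: 5 min incubation before reading; benchmarks: neutral control DMSO, positive control TFP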
XiGFP reactiv – activators of X-chromosome reactivation in mouse fibroblasts | XiGFP mouse fibroblasts, % GFP-positive cells imaging, 3 d; cells co-treated with 5-aza-dC sensitizer; scaled so ellipticine positive control = 100% | activation, % at 7.58 µM | actives 0.055% (n = 360,000);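 active = mean normalized replicate activation at least 10% and every replicate at or above 10%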;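 also: 0% = median of on-plate neutral control wells and 100% = ellipticine 6 µM median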
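Schedule: 3 d treatment, 15 min room-temperature fixation; system: 68-5-11 XiGFP fibroblast line; buffer or medium: DMEM plus 5-aza-dC sensitizer; control set: ellipticine 6 µM positive control; compound: one concentration, pinned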
LGR2 antag – Drosophila LGR2 receptor signaling inhibition; HEK293 LGR2, CRE-luciferase, bursicon-stimulated, 4 h; inhibition, % at 9.99 µM; actives 0.35% (n = 380,000); AID 720647;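 active = drop in luminescence signal, shown as inhibition above about 50% in the replicate tests, limit read from the data, passing the limit was not always enough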;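 also: agonist challenge used bursicon conditioned medium at about half maximal strength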
ERAP1 inh – blocks human ERAP1 aminopeptidase activity | actives 0.15% (n = 340,000) | Q9NZ08 | recombinant ERAP1, Leu-AMC fluorescence, 60 min | inhibition, % at 10.7 µM;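 active = mean replicate inhibition of at least 30%, or all replicates individually reaching that 30% level; inactive = mean below 30% and not every replicate reaching it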;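 also: 0% = neutral control wells and 100% = L-leucinethiol positive control wells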
Target sequence (Q9NZ08 whole entry, looked up): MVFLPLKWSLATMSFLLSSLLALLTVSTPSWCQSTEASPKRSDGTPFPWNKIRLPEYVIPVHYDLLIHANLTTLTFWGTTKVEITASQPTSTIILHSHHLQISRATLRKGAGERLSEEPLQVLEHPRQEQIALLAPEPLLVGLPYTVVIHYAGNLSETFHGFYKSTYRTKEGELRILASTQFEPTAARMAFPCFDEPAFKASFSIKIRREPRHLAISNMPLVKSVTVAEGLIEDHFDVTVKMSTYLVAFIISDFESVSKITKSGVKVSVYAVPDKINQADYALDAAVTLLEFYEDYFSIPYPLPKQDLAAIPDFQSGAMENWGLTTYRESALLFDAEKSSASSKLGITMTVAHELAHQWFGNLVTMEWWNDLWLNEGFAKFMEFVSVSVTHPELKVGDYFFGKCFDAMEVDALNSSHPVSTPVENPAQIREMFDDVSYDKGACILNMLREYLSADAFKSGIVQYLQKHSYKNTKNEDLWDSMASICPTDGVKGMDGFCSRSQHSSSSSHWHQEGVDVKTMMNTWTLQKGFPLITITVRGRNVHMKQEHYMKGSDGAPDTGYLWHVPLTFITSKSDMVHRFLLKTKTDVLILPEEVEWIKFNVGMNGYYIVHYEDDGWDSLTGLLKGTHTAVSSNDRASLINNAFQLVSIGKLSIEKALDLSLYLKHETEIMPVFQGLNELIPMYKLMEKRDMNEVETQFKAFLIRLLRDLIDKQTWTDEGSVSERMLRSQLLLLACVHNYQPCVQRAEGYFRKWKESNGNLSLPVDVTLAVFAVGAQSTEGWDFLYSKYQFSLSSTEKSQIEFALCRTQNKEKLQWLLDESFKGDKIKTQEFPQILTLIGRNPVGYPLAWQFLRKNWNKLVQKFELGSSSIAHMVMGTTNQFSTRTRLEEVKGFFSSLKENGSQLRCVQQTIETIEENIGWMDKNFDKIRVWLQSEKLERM
Cneo AK release – Cryptococcus neoformans lysis via adenylate kinase release; C. neoformans lysis, adenylate kinase release luminescence, 4 h; normalised: neutral wells 0, clomiphene wells 100; actives 0.2% (n = 360,000); lysis activity, % at 15 µM;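 active = mean lysis activity across replicates of at least 80%, whatever share of replicates individually reach that level; inactive = mean lysis activity below 80%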
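Material: C. neoformans cells; Schedule: 4 h static compound exposure, 37 °C, read 1 h post-reagent; Measured by: adenylate kinase release luminescence; Read-out: signal increase indicating cell lysis; Controls: Clomiphene as positive lysis control.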
Statin myotox sup – suppressors of simvastatin-induced myotoxicity in C2C12 myotubes; AID 602340; ATP luminescence, 48 h; scaled: DMSO 0, geranylgeraniol control 100; actives 0.78% (n = 330,000); rescue of ATP level, % at 7.49 µM;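 active = mean ATP rescue above about 67%, or every replicate alone reaching that limit, limit read from the data, passing the limit was not always enough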;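 also: myotubes were challenged with 10 µM simvastatin during compound exposure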
SIRT5 block – sirtuin-5 (human) deacylase inhibition; Purified SirT5, succinyl-peptide AMC, trypsin-coupled fluorescence; inhibition, % at 15 µM; actives 1.1% (n = 330,000); in the data active = inhibition above about 15%
PGC1a acetyl inh – modulators of PGC1a acetylation; U2OS PGC1a acetylation, AlphaScreen anti-acetyl-lysine; with virally co-expressed GCN5 acetyltransferase; inhibition, % at 15.6 µM; actives 0.17% (n = 350,000);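 active = every replicate shows inhibition of at least 40%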;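 also: 0% = neutral control wells and 100% = positive control wells; some results beyond the cut were filed as inactive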
Starred values were filed as active, the others as inactive; x = no result given. This is a subset, so the mix of outcomes need not match the whole.

Molecule,S100A4 inh HTS,XiGFP reactiv,LGR2 antag,ERAP1 inh,Cneo AK release,Statin myotox sup,SIRT5 block,PGC1a acetyl inh
Cc1ccc(S(=O)(=O)/N=C(/Sc2ccccc2C(=O)O)c2ccccc2)cc1,46,0.1,17,3,-12,5,-7,2
COc1ccc(S(=O)(=O)N(C)C[C@@H]2Oc3c(NC(=O)CCCCCC(=O)Nc4ccccc4N)cccc3C(=O)N([C@H](C)CO)C[C@H]2C)cc1,56,0.1,-3,-2,x,x,2,6
Cc1sc(NC(=O)CN2CCOCC2)nc1-c1ccc2c(c1)CCN2S(=O)(=O)c1ccccc1,6,x,-2,-2,-1,-30,3,-14
CC1CCCC(C)N1C(=O)Cn1c(=O)sc2ccccc21 (centres undefined),-6,0.4,10,0,1,-4,x,11
CC(=O)Oc1c(Sc2ccccc2[N+](=O)[O-])c(C)nn1C(C)(C)C,-302,0.0,-6,-2,x,x,8,10
NS(=O)(=O)c1ccc(CCNC(=O)CSc2nc3ccccc3c(=O)n2CCN2CCOCC2)cc1,-6,0.0,-19,2,4,5,2,-3
O=C(CN(Cc1ccco1)C(=O)c1nsc(Cl)c1Cl)NC1CCCCC1,-1,0.3,13,x,-1,-2,-1,2
COc1ccc([C@@H]2C[C@H](c3ccccc3)Oc3cc(C)cc(C)c32)cc1,x,0.2,2,x,2,-17,x,-15
CCCC(=O)N1CCC2(CC1)CN(C(=O)CC1CC1)[C@@H](CO)c1c2c2ccc(OC)cc2n1C,3,0.3,6,1,x,x,1,x
COCCNC(=O)C(=O)N/N=C/c1ccc(C(=O)OC)cc1,5,-0.1,-1,-4,x,x,2,x
COC(=O)c1ccc2nc(-c3ccc(F)cc3)c(Cc3ccccc3OC)n2c1,-7,-0.1,-23,-3,x,x,14,x
CN(C(=O)CSc1cn(CC(=O)N2CCOCC2)c2ccccc12)c1ccccc1,-9,0.1,-10,-3,1,-2,-2,-1
CCOC(=O)N1CCN(C(=O)CNC(=O)c2ccc(Cl)cc2)CC1,-4,0.0,13,1,-4,10,-2,x
COc1cc2ccccc2cc1C(=O)N1CCOCC1,0,-0.1,6,-1,0,-1,-2,x
CCOc1cc(/C=N/n2c(C)nnc2C)ccc1O,3,0.0,1,1,-4,x,-2,1
CCNC(=O)C[C@@H]1CC[C@@H]2[C@H](COc3ccc(NC(=O)c4ccc(F)c(F)c4)cc3C(=O)N2C)O1,-2,0.1,5,0,1,-14,-3,-3
CN1CCN(/N=C/c2ccc(C#N)cc2)CC1,0,0.0,2,-5,x,x,-1,6
O=C(NCCCc1ccc(F)cc1)C1CCC(=O)N(CC2CCCCC2)C1 (centres undefined),-2,-0.1,3,2,-1,x,-3,-11
Cc1cc(C(=O)CN2C(=O)NC3(CCCCC3)C2=O)c(C)n1Cc1ccco1,1,-0.2,-75,x,-2,x,7,-9
O=C(NC1CCCCC1)C(c1ccc(O)cc1)N(C(=O)c1cnccn1)c1cccc(F)c1 (centres undefined),-10,0.1,12,-4,-2,16,-3,3
Cc1ccc(S(=O)(=O)NC(=O)COc2ccc(Cl)cc2Cl)cc1,-3,0.3,13,1,-1,7,0,-7
COc1ccc(NC(=O)COC(=O)CCc2ccc(S(=O)(=O)N3CCOCC3)cc2)c(OC)c1,-4,0.0,-7,-1,0,6,-4,-2
O=C(COc1ccc(Cl)cc1)NNC(=S)NCc1ccccc1,5,0.2,11,-3,7,14,0,-7
CC(=O)N1C[C@H]2[C@@H](c3ccccc31)[C@@H](CO)N2C(=O)CC1CC1,10,0.5,-3,4,-1,23,-1,4
CC(C)NC(=O)Nc1ccc2c(c1)C(=O)N([C@H](C)CO)C[C@@H](C)[C@H](CN(C)Cc1ccc(C(=O)O)cc1)OCCCC[C@@H](C)O2,1,0.1,16,-3,-4,x,3,13
CC1(c2ccc(OC(F)F)cc2)NC(=O)N(CC(=O)N2c3ccccc3NC(=O)C2(C)C)C1=O (centres undefined),-3,0.0,6,1,-1,1,-2,x
CCCN(CC(=O)Nc1ccccc1C)C(=O)c1cccc(S(=O)(=O)N2CCN(c3ccccc3)CC2)c1,-10,-0.1,15,5,x,12,-4,x
O=c1cc(N2CCc3ccccc3C2)[nH]c(=O)n1Cc1ccc(F)cc1,3,x,10,-1,0,-15,-2,-9
COc1ccc(C2C(C(=O)c3ccco3)=C(O)C(=O)N2CC2CCCO2)cc1 (centres undefined),-16,0.0,x,5,0,5,0,5
NNC(=O)CCCCCCCCCCOCCCCO,0,-0.1,x,-10,x,x,-1,x

Entries from the list above with a furan ring, fused or not:
Molecule,S100A4 inh HTS,XiGFP reactiv,LGR2 antag,ERAP1 inh,Cneo AK release,Statin myotox sup,SIRT5 block,PGC1a acetyl inh
O=C(CN(Cc1ccco1)C(=O)c1nsc(Cl)c1Cl)NC1CCCCC1,-1,0.3,13,x,-1,-2,-1,2
Cc1cc(C(=O)CN2C(=O)NC3(CCCCC3)C2=O)c(C)n1Cc1ccco1,1,-0.2,-75,x,-2,x,7,-9
COc1ccc(C2C(C(=O)c3ccco3)=C(O)C(=O)N2CC2CCCO2)cc1 (centres undefined),-16,0.0,x,5,0,5,0,5

Continued.
Molecule,S100A4 inh HTS,XiGFP reactiv,LGR2 antag,ERAP1 inh,Cneo AK release,Statin myotox sup,SIRT5 block,PGC1a acetyl inh
CCOC(=O)c1nnsc1NC(=O)Nc1ccc(OC)cc1,-1,-0.1,-34,0,1,-5,-5,6
COc1ccc(NC(=O)CN(c2cc(C)cc(C)c2)S(=O)(=O)c2c(C)noc2C)cc1OC,0,0.0,-6,0,1,9,x,-14
CC(=O)Nc1c([N+](=O)[O-])cc(C)c(Cl)c1[N+](=O)[O-],7,0.0,-3,0,x,x,-1,x
O=C1C2C(C(=O)N1CCc1ccccc1)C1C=CC2C12CC2 (centres undefined),7,x,-7,-3,-1,-1,1,-2
CCN(C(=O)COC(=O)CCC(=O)c1ccc(C)cc1)c1c(N)n(Cc2ccccc2)c(=O)[nH]c1=O,-4,-0.1,-4,0,0,-3,-1,0
CC(NC(=S)Nc1ccccc1Cl)C(c1ccccc1)N1CCOCC1 (centres undefined),-2,0.1,9,-1,-4,x,-1,x
O=C(NCCc1ccccc1)c1ccccc1C(F)(F)F,-2,-0.2,-17,4,0,2,0,7
CC1(C(=O)NCC2CCCO2)Oc2cccnc2NC1=O (centres undefined),1,-0.1,16,-2,-5,20,3,4
CCOC(=O)c1cc2ccc(OC(=O)c3ccco3)cc2oc1=O,x,x,11,x,1,8,x,-2
C[C@H]1CCCCO[C@H](CN(C)C(=O)Nc2ccc3c(c2)OCO3)[C@@H](C)CN([C@@H](C)CO)C(=O)c2cc(NC(=O)Nc3ccc(F)cc3)ccc2O1,1,0.0,18,-3,49,x,1,-3
CC(C)(O)C(O)COc1c2ccoc2cc2oc(=O)ccc12 (centres undefined),-1,x,-23,0,0,3,0,-4
N/C(=N\OC(=O)c1ccccc1)C(Cc1ccccc1)C(=O)NOC(=O)c1ccccc1 (centres undefined),-9,-0.1,-7,2,0,0,-2,-3
O=[N+]([O-])c1ccc2c(c1)CNc1ccccc1O2,-2,0.2,-9,-1,x,x,7,x
CCCCn1cc(C(=O)c2cc(Br)ccc2O)cc(C#N)c1=O,x,x,31,x,3,17,x,6
CC1CCC(C#N)(N(C)C(=O)CSc2nnc(C3CC3)n2C2CC2)CC1 (centres undefined),1,0.1,-3,3,-2,3,-1,9
NS(=O)(=O)c1ccc(CCN=C(NS(=O)(=O)c2cccs2)c2ccccc2)cc1,1,0.1,5,-1,x,x,x,2
Nc1cc([N+](=O)[O-])ccc1Nc1ccc(O)cc1,-9,0.2,-10,2,0,17,-1,1
N/C(=N\OC(=O)/C=C/c1ccccc1)c1ccccc1,x,x,8,x,-3,6,x,15
Cc1cc(C)c(O)c(-c2cc(C(=O)Nc3cccnc3)[nH]n2)c1,1,-0.1,-20,-3,x,x,-7,-7
c1ccc(-c2nnnn2CCOCCn2nnnc2-c2ccccc2)cc1,27,x,-2,10,-6,-6,-8,0
O=C(CNC(=O)c1cccc(F)c1)N/N=C/c1cccnc1,2,0.0,11,0,-1,1,-1,-3
NC1(C(=O)O)CSSC1,2,0.5,-9,-1,x,x,-3,x
C[C@@H]1CCCCO[C@H](CN(C)C(=O)c2ccncc2)[C@H](C)CN([C@H](C)CO)C(=O)c2cc(NS(C)(=O)=O)ccc2O1,-10,-0.9,4,1,-3,x,-7,0
COc1ccc(-n2nc(C(=O)NCC(=O)Nc3cccc(Cl)c3)c3ccccc3c2=O)cc1OC,0,0.2,13,-3,0,-14,0,15
Cc1cc(C)n2nc(SCCC(=O)NCc3ccccc3)nc2n1,-7,0.2,-4,3,0,5,-1,3
COc1ccc(NC(=O)C2CC(=O)N(CCc3ccc(F)cc3)C2)c(OC)c1 (centres undefined),-3,0.2,-14,1,-1,11,-3,x
C[C@@H]1CN([C@H](C)CO)C(=O)Cc2cc(NC(=O)Cc3ccccc3)ccc2O[C@H]1CN(C)C(=O)Nc1cccc2ccccc12,-4,0.2,3,0,-28,14,x,6
CC(Oc1ccccc1)C(=O)Nc1c2c(nn1-c1ccccc1)CS(=O)C2 (centres undefined),9,0.0,-6,0,-2,8,-11,6
CCOC1=C2[C@@H](CN(S(=O)(=O)c3ccccc3C)[C@H]2c2ccc(Cl)cc2)[C@H]2C(=O)N(C3CCCCC3)C(=O)[C@H]2C1,11,x,4,0,x,x,-2,x
Cc1nc(-c2ccc(S(=O)(=O)N3CCN(CCc4ccccc4)CC3)s2)cs1,-6,0.1,6,-3,0,x,-3,-2
O=c1[nH][nH]cc1C=Nc1ccc(Cl)cc1Cl,1,0.0,2,-2,x,x,6,x
O=C(CCCc1c[nH]c2ccccc12)NCC1COc2ccccc2O1 (centres undefined),5,0.0,-17,6,x,x,6,4
Nc1cc(S(=O)(=O)N2CCOCC2)ccc1N1CCCCC1,-2,-0.2,-1,-2,-1,x,-4,5
COCCN(C(=O)COC(=O)CCC(=O)c1ccc(Cl)cc1)c1c(N)n(Cc2ccccc2)c(=O)[nH]c1=O,7,0.2,-11,4,0,5,-2,x
CN(C)c1ccc(C=O)c(Oc2ccccc2)c1,-1,0.3,-13,-3,x,x,x,x
CO[C@@H]1CN(C)C(=O)c2cc(NC(=O)Nc3ccc(C(F)(F)F)cc3)ccc2OC[C@H](C)NC[C@@H]1C,5,0.2,10,-3,0,-74,-1,-9
CC(C)CN1CCN(Cc2cnc(-c3ccc(Cl)cc3)nc2)CC1CCO (centres undefined),3,-0.1,-4,-2,-6,13,-3,1
NNC(=O)Cn1nc(Cc2ccccc2)n(N)c1=O,0,0.0,7,-1,0,2,1,x

Ordered by the number under ERAP1 inh (largest number first): some entries from above
canonical_smiles	S100A4 inh HTS	LGR2 antag	ERAP1 inh	SIRT5 block	PGC1a acetyl inh
O=C(CCCc1c[nH]c2ccccc12)NCC1COc2ccccc2O1 (centres undefined)	5	-17	6	6	4
Nc1cc(S(=O)(=O)N2CCOCC2)ccc1N1CCCCC1	-2	-1	-2	-4	5
CN(C)c1ccc(C=O)c(Oc2ccccc2)c1	-1	-13	-3	x	x
